E-sel inducer: E-selectin induction on HUVECs; P16581; HUVEC E-selectin immunofluorescence imaging; normalized: neutral wells 0, TNF-alpha wells 100; activation, % at 7.58 µM; 0.37% of 260,000 active; AID 686992;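 active = mean E-selectin-positive cell signal at least 10% of the positive control, reached in at least 60% of replicates, without over 20% cell loss; inconclusive = no rule given, readout overlaps actives, possibly toxicity-flagged; inactive = the rest, including those meeting only one limit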;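 also: in these data hits start at about 27%; measured in HUVEC primary endothelial cells; signal is the percent of cells scored E-selectin positive by PE staining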
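material = human umbilical vein endothelial cells (HUVEC), E-selectin induction | quantity = 3,000 cells/well | medium = EGM-2 growth medium on 0.1% gelatin-coated wells | technique = immunofluorescence imaging | read-out basis = % PE-positive cells | control set = TNF-alpha positive control, DMSO neutral control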
S100A4 inh HTS: inhibitors of human S100A4 binding to myosin IIA peptide; P26447; inhibition, % at 10.7 µM; 0.14% of 360,000 active; S100A4/TAMRA-MyoIIA peptide fluorescence polarization;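 active = mean inhibition of at least 70% across replicates, with every replicate also reaching that level; inconclusive = mean inhibition reaches 70% but some replicates fall short; inactive = mean inhibition below 70%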
Target sequence (P26447 whole entry, looked up): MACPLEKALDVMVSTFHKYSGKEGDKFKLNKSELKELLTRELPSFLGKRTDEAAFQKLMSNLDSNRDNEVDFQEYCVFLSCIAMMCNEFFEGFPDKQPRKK
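Material: S100A4 monomer (human). Medium: Calcium-containing HEPES buffer, pH 7.2. Probe or stimulus: labelled myosin peptide probe, 5 nM. Compound dosing: one concentration per compound. Timing: polarization read 5 min after assay mix addition, stable 5–60 min. Benchmarks: DMSO as neutral control, TFP as positive control.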
Statin myotox sup: suppression of simvastatin myotoxicity; 0.78% of 330,000 active; AID 602340; C2C12 myotubes + simvastatin, ATP luminescence, 48 h; scaled: DMSO 0, geranylgeraniol control 100; rescue of ATP level, % at 7.49 µM;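 active = mean ATP rescue above about 67%, or every replicate alone reaching that limit, limit read from the data, passing the limit was not always enough; inconclusive = no clear call, values can overlap the other calls; inactive = mean under the limit and some replicate under it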;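 also: myotubes were challenged with 10 µM simvastatin during compound exposure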
PglD DTNB: blocks C. jejuni PglD acetyltransferase activity | inhibition, % at 12.5 µM | purified PglD enzyme, DTNB colorimetric CoA detection | 0.098% of 360,000 active | AID 602405; in the data active = inhibition above about 16%, passing the limit was not always enough; inconclusive = no clear call, values can overlap the other calls; also: strong numbers were not always called active
ERp5 block: blocks human ERp5 reductase activity on insulin | Q15084 | 0.05% of 350,000 active | ERp5 insulin aggregation, absorbance 650 nm, 90 min | inhibition, % at 9.99 µM;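 active = mean replicate inhibition above about 25%, with every replicate also reaching it, limit read from the data, passing the limit was not always enough; inconclusive = only one of those two criteria met; inactive = neither criterion met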
Target sequence (Q15084 whole entry, looked up): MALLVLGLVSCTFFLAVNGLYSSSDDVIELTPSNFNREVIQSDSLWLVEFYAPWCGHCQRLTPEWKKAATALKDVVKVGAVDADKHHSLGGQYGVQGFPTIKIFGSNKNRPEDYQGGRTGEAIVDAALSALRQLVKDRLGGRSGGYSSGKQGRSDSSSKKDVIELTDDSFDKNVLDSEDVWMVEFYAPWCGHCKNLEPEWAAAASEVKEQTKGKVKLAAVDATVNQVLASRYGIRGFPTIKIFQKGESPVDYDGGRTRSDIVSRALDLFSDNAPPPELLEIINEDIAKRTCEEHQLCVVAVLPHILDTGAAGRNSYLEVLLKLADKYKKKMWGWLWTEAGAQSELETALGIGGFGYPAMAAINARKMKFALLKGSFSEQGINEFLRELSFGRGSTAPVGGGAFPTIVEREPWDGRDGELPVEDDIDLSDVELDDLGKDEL
DENV2 CPE: DENV2-induced cell death inhibition; DENV2-infected cells, cytopathic effect rescue, plate reader; CPE inhibition, % at 9.99 µM; 1.7% of 350,000 active; in the data active = CPE inhibition above about 20%, passing the limit was not always enough; inconclusive = no clear call, values can overlap the other calls; tested in BHK-21 cells;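 also: 0% = median of neutral control wells and 100% = median of positive control wells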
SIRT5 block: inhibitors of human sirtuin-5 desuccinylase; 1.1% of 330,000 active; inhibition, % at 15 µM; Q9NXA8; Purified SirT5, succinyl-peptide AMC, trypsin-coupled fluorescence; in the data active = inhibition above about 15%; inconclusive = no clear call, values can overlap the other calls
Target sequence (Q9NXA8 whole entry, looked up): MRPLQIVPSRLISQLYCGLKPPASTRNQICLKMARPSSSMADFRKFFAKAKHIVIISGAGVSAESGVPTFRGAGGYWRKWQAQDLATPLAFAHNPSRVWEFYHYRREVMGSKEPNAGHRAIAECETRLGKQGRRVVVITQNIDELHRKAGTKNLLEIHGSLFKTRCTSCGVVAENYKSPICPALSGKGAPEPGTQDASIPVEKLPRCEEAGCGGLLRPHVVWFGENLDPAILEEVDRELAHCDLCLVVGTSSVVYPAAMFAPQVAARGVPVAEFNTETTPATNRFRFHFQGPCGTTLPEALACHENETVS
Active calls of the source: *; ? = inconclusive; . = not tested or not shown.

1. CCCC(=O)Nc1ccc(Cl)c(-c2nc3ncccc3o2)c1
2. N#Cc1ccc(S(=O)(=O)N2CCN(CC(=O)Nc3ccccc3C(=O)NC3CC3)CC2)cc1
3. O=C(NCC[C@H]1CC[C@@H](NC(=O)C2CCC2)[C@@H](CO)O1)Nc1ccc(Cl)cc1
4. NS(=O)(=O)c1ccc(NC(=O)c2ccc(-c3ccccc3)cc2)cc1
5. COc1ccc(C(=O)Nc2nc(C)cs2)cc1S(=O)(=O)N1CCCC1
6. COc1ccc(S(=O)(=O)N(C)C[C@H]2Oc3ccc(NC(=O)C4CC4)cc3C(=O)N([C@@H](C)CO)C[C@H]2C)cc1
7. NC(=O)c1ccc(Br)c(S(=O)(=O)N2CCCCC2)c1
8. Cc1ccc(-c2nnn(CC(=O)N3C(C)CCCC3C)n2)cc1 (configuration not stated)

screen / no.	1	2	3	4	5	6	7	8
E-sel inducer	.	-0.6	0.2	.	6.6	0.2	.	0.3
S100A4 inh HTS	1.4	-3.9	-1.3	6.1	-0.9	-4.9	5.1	4.6
Statin myotox sup	-7.2	1.6	-1.8	.	.	-29.3	-3.3	-0.8
PglD DTNB	-4.5	-3.4	-2.8	.	.	-6.6	-1.9	2.0
ERp5 block	1.8	2.5	0.5	-1.1	5.8	-3.7	1.3	-2.0
DENV2 CPE	2.6	2.2	-8.9	-7.4	4.6	-1.7	.	-6.5
SIRT5 block	-5.1	-3.2	-2.6	-1.6	0.2	-2.0	-5.0	1.1

9. CC(Sc1nc2ccccc2c(=O)n1C)C(=O)N(C)C1CCCCC1 (configuration not stated)
10. O=C(CN1C(=O)c2cccc3cccc(c23)C1=O)N1CCN(c2ccccn2)CC1
11. COc1ccccc1C(=O)NNC(=O)c1ccc(O)cc1
12. O=C(N/N=C/c1ccc(O)c([N+](=O)[O-])c1)C1CC1(c1ccccc1)c1ccccc1 (configuration not stated)
13. O=C(O)C(C(=O)O)=C1C2CC3CC(C2)CC1C3
14. CCN(CC)C1=N/C(=C\c2ccc(OC)cc2)C(=O)N1c1ccccc1
15. O=C(C[C@H]1C=C[C@@H](NC(=O)Nc2ccc3c(c2)OCO3)[C@H](CO)O1)NCc1ccccc1
16. C[C@H](CO)N1C[C@H](C)[C@@H](CN(C)Cc2ccc(Cl)c(Cl)c2)Oc2ccc(NS(C)(=O)=O)cc2C1=O

screen / no.	9	10	11	12	13	14	15	16
E-sel inducer	-0.1	.	1.1	.	0.2	-0.1	-0.3	-1.6
S100A4 inh HTS	0.9	3.5	1.9	3.2	-1.5	-8.1	5.8	-1.0
Statin myotox sup	-9.8	-1.6	-3.9	.	12.4	-11.0	24.5	-2.4
PglD DTNB	-5.7	.	1.7	.	.	-3.5	-0.4	-4.7
ERp5 block	-5.0	2.2	3.8	6.8	4.0	11.2	2.8	2.5
DENV2 CPE	-3.3	-4.5	-9.6	-1.0	-1.3	?	-11.5	-0.6
SIRT5 block	0.0	-3.6	-0.2	-8.7	-3.0	-4.9	0.2	7.6

17. O=C(C1CC1)N1CCN=C1SCc1ccc(F)cc1
18. CCOc1ccccc1C(=O)NC(C(=O)N(C)c1c(N)n(Cc2ccccc2)c(=O)[nH]c1=O)C(C)C (configuration not stated)
19. COCCOC(=O)C1=C(N)Oc2c(oc(CO)cc2=O)C1c1c(F)cccc1Cl (configuration not stated)
20. CCC1CN(C(=O)N2CCC(C(=O)NCCc3ccc(OC)cc3OC)CC2)c2ccccc2O1 (configuration not stated)
21. C[C@H]1CN([C@@H](C)CO)S(=O)(=O)c2ccc(-c3ccccc3)cc2O[C@@H]1CN(C)C
22. O=C(Oc1ccc2ccccc2c1)c1cncc(Br)c1
23. CCOc1ccc(NC(=S)NC23CN4CN(CN(C4)C2)C3)cc1
24. CC(=O)N1CCN(CC(=O)Nc2cc(F)ccc2C)CC1

screen / no.	17	18	19	20	21	22	23	24
E-sel inducer	-0.2	.	.	.	-0.1	.	.	.
S100A4 inh HTS	6.0	12.7	0.2	2.0	0.4	-3.2	-0.5	-0.8
Statin myotox sup	-11.7	0.1	-2.3	-18.8	-6.4	.	.	0.0
PglD DTNB	-1.2	5.6	3.8	-4.6	2.2	.	.	5.0
ERp5 block	-2.6	3.3	-0.8	-0.4	2.4	3.1	-2.2	-3.0
DENV2 CPE	-3.0	0.0	-18.0	5.6	4.2	4.8	?	1.5
SIRT5 block	.	16.9*	.	-0.5	2.2	0.7	-3.8	-3.6

25. COc1cccc(-c2ccc3c(c2)O[C@H](CN(C)C(=O)C2CCCCC2)[C@@H](C)CN([C@@H](C)CO)S3(=O)=O)c1
26. COc1ccc(-c2nnc(SCC(=O)N3CCN(c4ccccc4)CC3)o2)cc1OC
27. O=C1N(Cc2cccnc2)C[C@@H]2C[C@@H](c3ccc(C(F)(F)F)cc3)N3CCC[C@@]123
28. CCOc1ccccc1N1CC(C(=O)N(C)Cc2cccnc2)CC1=O (configuration not stated)
29. Nc1c(OS(=O)(=O)c2ccccc2)cccc1OS(=O)(=O)c1ccccc1
30. Cc1ccc(CN2CC(C(=O)N3CCN(S(=O)(=O)c4ccc(C(C)C)cc4)CC3)CC2=O)cc1 (configuration not stated)
31. COc1ccc(/C=C/C(=O)Nc2ccccc2C(=O)NCC(c2ccc(OC)cc2)N(C)C)cc1 (configuration not stated)
32. CCCCOc1ccc(-c2ncc(Cl)cn2)cc1

screen / no.	25	26	27	28	29	30	31	32
E-sel inducer	-0.1	0.0	.	-0.1	2.8	0.2	.	.
S100A4 inh HTS	-26.1	-2.7	-3.3	-3.5	-5.7	-2.7	4.2	1.0
Statin myotox sup	-1.7	-8.0	.	-7.0	.	-7.3	-25.2	10.3
PglD DTNB	6.3	1.6	.	10.9	6.8	2.4	-1.0	2.5
ERp5 block	-2.8	-0.1	3.1	1.3	2.9	4.4	-4.7	0.0
DENV2 CPE	-5.1	-1.4	-5.3	-2.0	-2.7	0.6	0.9	5.5
SIRT5 block	?	-0.7	0.3	-1.9	-0.4	2.8	-0.9	0.5

Retrieved one by one from the entries so far:
31. COc1ccc(/C=C/C(=O)Nc2ccccc2C(=O)NCC(c2ccc(OC)cc2)N(C)C)cc1 (configuration not stated)
32. CCCCOc1ccc(-c2ncc(Cl)cn2)cc1
26. COc1ccc(-c2nnc(SCC(=O)N3CCN(c4ccccc4)CC3)o2)cc1OC
28. CCOc1ccccc1N1CC(C(=O)N(C)Cc2cccnc2)CC1=O (configuration not stated)
27. O=C1N(Cc2cccnc2)C[C@@H]2C[C@@H](c3ccc(C(F)(F)F)cc3)N3CCC[C@@]123

screen / no.	31	32	26	28	27
E-sel inducer	.	.	0.0	-0.1	.
S100A4 inh HTS	4.2	1.0	-2.7	-3.5	-3.3
Statin myotox sup	-25.2	10.3	-8.0	-7.0	.
PglD DTNB	-1.0	2.5	1.6	10.9	.
ERp5 block	-4.7	0.0	-0.1	1.3	3.1
DENV2 CPE	0.9	5.5	-1.4	-2.0	-5.3
SIRT5 block	-0.9	0.5	-0.7	-1.9	0.3

Continued.
33. CCC(=O)Nc1ccc(N2CCCCC2)c(C(=O)Nc2ccc(OC)cc2)c1
34. Cc1ccc(C(=O)NCC(=O)N2CCN(c3ccccc3)CC2)cc1
35. CN(C(=O)COC(=O)c1cccc(Cl)c1)C1CCS(=O)(=O)C1 (configuration not stated)
36. CS(=O)(=O)Nc1ccc2c(c1)[C@@H]1C[C@H](CC(=O)NCC(F)(F)F)O[C@@H](CO)[C@@H]1O2
37. CC(C)NC(=O)N1CC2(C1)[C@@H](c1ccccc1)[C@@H](CO)N2C(=O)C1CCCC1
38. NC(=O)c1ccsc1NC(=O)c1ccc([N+](=O)[O-])o1
39. Cc1nc2ccccc2c2oc(C(=O)N3CCCC(C)C3)cc12 (configuration not stated)
40. CC[C@@H](NCCCn1ccc(NC(=O)OCc2ccccc2)nc1=O)c1ccccc1

screen / no.	33	34	35	36	37	38	39	40
E-sel inducer	-0.1	.	.	-0.3	0.0	1.8	.	-0.1
S100A4 inh HTS	9.1	-8.0	5.9	-4.7	0.0	27.4	7.8	1.3
Statin myotox sup	6.3	-7.7	7.2	-4.1	.	22.5	7.6	-8.6
PglD DTNB	6.7	-0.8	1.5	6.3	.	-7.1	-0.3	1.0
ERp5 block	-10.3	4.1	0.1	0.9	2.6	0.2	0.0	1.0
DENV2 CPE	-1.8	-4.4	-8.1	0.0	2.4	14.2	-1.9	-4.4
SIRT5 block	-1.1	-4.6	-2.9	-2.1	-1.3	2.8	0.0	.

41. COc1ccc(/C=C/C(=O)Nc2ccc(C)cc2)cc1S(=O)(=O)N1CCOCC1
42. CCCNC(=O)N[C@H]1CC[C@H](CC(=O)NC2CCC2)O[C@H]1CO
43. CC1=C(C(=O)OCc2ccccc2)C(c2cccs2)N2C(=O)CCSC2=N1 (configuration not stated)
44. C[C@H]1CN([C@@H](C)CO)S(=O)(=O)c2ccc(C#Cc3cccnc3)cc2O[C@@H]1CN(C)CC1CCOCC1
45. CC(C(=O)NC(=O)NC1CCCCC1)N(C)CC(=O)Nc1ccc(F)c(F)c1F (configuration not stated)
46. Cc1ccc(-n2ncc3c(=O)n(CC(=O)N(C)C)cnc32)cc1
47. CC(C)CCN(C(=O)Nc1ccc(Cl)cc1)C1CCN(C(C)C)CC1
48. Cc1ccc(S(=O)(=O)N[C@H]2C=C[C@H](CC(=O)N3CCC(Cc4ccccc4)CC3)O[C@H]2CO)cc1
49. Cc1ccc2c(c1)C1CN(C)CCC1N2S(=O)(=O)c1ccc(C(C)C)cc1 (configuration not stated)
50. CN=c1scc(-c2ccccc2F)n1/N=C/c1ccc(O)c(O)c1O

screen / no.	41	42	43	44	45	46	47	48	49	50
E-sel inducer	0.0	0.3	1.5	-0.5	0.6	.	2.2	-0.9	19.3	1.6
S100A4 inh HTS	-3.9	5.3	2.4	1.8	0.3	-2.0	-1.6	1.4	-7.8	3.2
Statin myotox sup	-30.8	-10.9	.	-46.8	.	6.5	.	16.7	-65.8	4.1
PglD DTNB	5.0	9.3	.	-1.3	.	9.4	.	-0.7	5.3	1.0
ERp5 block	0.1	0.9	-0.5	6.1	10.4	-1.4	-1.7	5.0	-12.9	-2.3
DENV2 CPE	-3.8	18.1	3.8	-10.5	2.4	-2.0	0.7	?	-4.6	2.2
SIRT5 block	-1.4	0.5	-1.0	3.3	-6.6	-2.2	-0.2	3.5	6.8	3.9

Only part of the results is shown; rates above refer to the full screens.
